Rac1 GTP hydrolysis: MgcRacGAP GTPase-activating activity inhibitors, confirmation, biochemical, ADP Hunter fluorescence | Rac GTPase-activating protein 1 (Homo sapiens) | MgcRacGAP-stimulated Rac1 GTP hydrolysis, ADP Hunter fluorescence; higher % means a stronger effect; GST-tagged Rac1 F28L mutant substrate | inhibition, % at 30 µM; hits with a dose series show IC50 in µM | 340,000 tested, 0.6% active | AID 624330, 2012;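 active = first-screen hits whose inhibition reached a set limit at any dose in the follow-up dose series; inconclusive = inhibition above the set first-screen limit but never retested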;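 note: fluorescence reports GDP produced by GAP-driven GTP hydrolysis; strong numbers were not always called active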
West Nile virus CPE: West Nile virus antiviral activity, cell-based, CPE readout (AID 1621) | West Nile virus-infected cells, CPE inhibition; higher % means a stronger effect | CPE inhibition, % at 10 µM, or IC50 in µM where a hit was titrated | 290,000 tested, 0.02% active; in the data active = a potency from the dose series; inconclusive = CPE inhibition mostly from about 3.7% at the one dose, without a potency; inactive = the rest, 99 in 100 with CPE inhibition below about 2.2%; note: strong numbers were not always called active
SV40 large T antigen: SV40 large T antigen inhibitors, biochemical (AID 1903) | inhibition, % at 20 µM; hits with a dose series show IC50 in µM | SV40 large T antigen ATPase/helicase inhibition assay; higher % means a stronger effect | 310,000 tested, 0.39% active; in the data active = a potency from the dose series; inconclusive = inhibition mostly from about 32% at the one dose, without a potency; inactive = the rest, 99 in 100 with inhibition below about 32%; note: strong numbers were not always called active
RSV antiviral HEp-2: RSV antiviral activity via CPE protection, HEp-2 cells, primary 10 µM value included (AID 2391); 310,000 tested, 0.13% active; HEp-2 cells, RSV-induced CPE inhibition; higher % means a stronger effect; CPE inhibition, % at 10 µM; hits with a dose series show IC50 in µM; in the data active = a potency from the dose series; inconclusive = CPE inhibition mostly from about 23% at the one dose, without a potency; inactive = the rest, 99 in 100 with CPE inhibition below about 21%; note: strong numbers were not always called active
ER stress rescue: rescue of cells from ER stress-induced death, primary screen, 384-well, CSM14.1, thapsigargin, ATP luminescence (AID 1222) | CSM14.1 thapsigargin-induced death rescue, ATP luminescence; higher % means a stronger effect | one-dose cellular ATP content (survival), % at 20 µM; EC50 in µM for titrated hits | 190,000 tested, under 10 active;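 active = EC50 below 50 µM in the dose-response confirmation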;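 note: death triggered by thapsigargin at about 15 µM added after 2 h compound pretreatment; cell ATP read after overnight thapsigargin exposure of roughly 18 to 22 hours; normalized against plate controls of thapsigargin alone and 5% DMSO vehicle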
GPR35 arrestin U2OS: GPR35 antagonists blocking zaprinast-driven arrestin recruitment, primary screen, imaging, U2OS, beta-arrestin-GFP, zaprinast agonist (AID 2058); G-protein coupled receptor 35 (Homo sapiens); U2OS GPR35 beta-arrestin-GFP translocation imaging, zaprinast antagonism; higher % means a stronger effect; inhibition, % at 10 µM; hits with a dose series show IC50 in µM; 290,000 tested, 0.052% active;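 active = inhibition of at least 50% with at least 30 cells and total cytoplasm GFP at most 10,000,000; inconclusive = under 30 cells or total GFP of 10,000,000 plus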
Dengue-2 NS5 capping: Dengue-2 NS5 methyltransferase inhibitors, primary screen, biochemical, confirmation dose response (AID 588689); inhibition, % at 25 µM; hits with a dose series show IC50 in µM; Dengue-2 NS5 methyltransferase capping enzyme assay, biochemical; higher % means a stronger effect; 340,000 tested, 0.3% active; in the data active = a potency from the dose series; inconclusive = inhibition above about 29% without an active follow-up result
Salmonella PhoP GFP: inhibitors of PhoP regulon expression, primary screen, Salmonella Typhimurium, GFP reporter (AID 1863). S. Typhimurium PhoP-regulated promoter GFP reporter, 4 h; higher % means a stronger effect. one-dose inhibition, % at 50 µM; IC50 in µM for titrated hits. 300,000 tested, 0.16% active;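 active = inhibition over 29.93%, a cutoff 3 SD above the screen mean, later confirmed by dose response; inconclusive = inhibition over 29.93% but no dose response follow-up; inactive = inhibition at most 29.93% or unconfirmed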;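 note: 0% = low Mg2+ inducing control and 100% = high Mg2+ repressing control; strong numbers were not always called active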
LYP phosphatase: inhibitors of LYP phosphatase, biochemical, fluorescence intensity, uHTS (AID 1779); Tyrosine-protein phosphatase non-receptor type 22 (Homo sapiens); recombinant LYP phosphatase, fluorescence intensity; higher % means a stronger effect; inhibition, % at 11.5 µM; hits with a dose series show IC50 in µM; 290,000 tested, 0.054% active; in the data active = inhibition above about 50%;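 note: plate controls were vehicle with enzyme for no effect and no enzyme for full effect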
Dengue-2 NS5 capping pilot replicate: further read-out of Dengue-2 NS5 capping, marked with its call; inhibition, %; measured here: pilot screen replicate inhibition
The depositor's hits bear a star; ? = inconclusive; . = not tested or not shown.

SMILES	Rac1 GTP hydrolysis	West Nile virus CPE	SV40 large T antigen	RSV antiviral HEp-2	ER stress rescue	GPR35 arrestin U2OS	Dengue-2 NS5 capping	Salmonella PhoP GFP	LYP phosphatase	others
COc1ccc(/C=C/C(=O)c2cc(Cl)cc(Cl)c2O)c(OC)c1	3%	-0.3%	2%	0.6%	.	6%	-3%	1%	-3%
CC(C)c1ccc(CN2CC(C(=O)O)CC2=O)cc1 (centres undefined)	2%	-0.4%	5%	2.1%	1.8%	9%	-13%	3%	-10%
CN(C(=O)COC(=O)c1ccc2c(c1)NC(=O)CS2)C1CCS(=O)(=O)C1 (centres undefined)	6%	-0.1%	-6%	0.3%	-3.3%	4%	8%	14%	-6%
CCOC(=O)C1CCN(C(=S)Nc2ccc(S(N)(=O)=O)cc2)CC1	10%	-0.1%	-2%	2.0%	0.8%	-7%	2%	12%	-3%
CC1CCCCC1NC(=O)CN1C(=O)CSc2cc(S(=O)(=O)N3CCCCCC3)ccc21 (centres undefined)	2%	-1.3%	-4%	2.1%	-3.0%	9%	-4%	15%	5%
COc1ccc(CCNC(=O)CCN2C(=O)[C@@H]3Cc4ccccc4CN3C2=O)cc1OC	5%	0.4%	0%	-0.1%	.	16%	-6%	6%	-13%
O=C(CSc1nnc(Cc2ccccc2)o1)Nc1ccccc1	3%	0.5%	0%	1.3%	-0.6%	-9%	-2%	3%	-5%
Cc1ccc(S(=O)(=O)c2cc3c(=O)n4cccc(C)c4nc3n(C3CCCCC3)c2=N)cc1	3%	-0.2%	12%	1.2%	.	-5%	-8%	-5%	4%
Cc1ccc(S(=O)(=O)NCc2ccncc2)cc1	9%	-0.8%	-3%	-2.3%	-0.8%	8%	-4%	9%	-2%
COc1ccc(CN2CCSc3sccc3C2=O)cc1	8%	-0.8%	2%	1.9%	.	8%	3%	12%	-6%
CCCCn1c(N)c(N(CC)C(=O)c2ccc(Cl)c(Cl)c2)c(=O)[nH]c1=O	4%	-0.1%	-1%	-0.1%	.	31%	-1%	2%	-11%
Cc1cc(Cl)ccc1Nc1ncccc1C(N)=O	3%	-0.4%	6%	19%	-1.1%	0%	1%	5%	-7%
CC(C)N1C(=S)SC(C)(C)C1n1oc(=O)n(-c2cccc(Cl)c2)c1=O (centres undefined)	4%	0.2%	20%	0.6%	2.2%	-12%	0%	-3%	-6%
COC(=O)/C=C/c1cnc2ccccc2c1	3%	-0.1%	-1%	0.0%	.	-12%	-4%	-3%	2%
CCNC(=O)NC(=O)COc1ccccc1C#N	4%	-0.1%	17%	-0.9%	-3.0%	18%	-4%	-2%	-13%
COc1ccc(N2CCOCC2)c(NC(=O)c2ccco2)c1	-3%	0.5%	8%	1.2%	.	-3%	-12%	-3%	-4%
CCOC(=O)c1[nH]c2ccccc2c1NC(=S)Nc1cccc(C)c1C	95µM*	.	35µM*	0.2%	-1.9%	-2%	1%	4%	2%
COCc1cc(=O)[nH]c2cc(NC(=O)C(C)(C)CCl)c(C)cc12	4%	-0.2%	1%	-0.5%	-1.6%	-11%	-5%	-6%	-10%
COc1ccccc1NC(=O)c1cc2ccc(O)cc2o/c1=N\O	17%	3.3%	19%	1.0%	0.9%	-5%	-1%	1%	-4%
COc1ccc(-n2ccnc(SCC(=O)NC3CCCC3)c2=O)cc1OC	7%	.	20%	-0.1%	.	.	7%	-7%	.
CC(=O)c1ccc(N2CCN(C(=O)CCCn3c(=S)[nH]c4cc5c(cc4c3=O)OCO5)CC2)cc1	5%	1.0%	-6%	3.0%	0.9%	5%	-11%	-4%	-3%
Cc1ccccc1N(C(=O)CCC(=O)Nc1ccccn1)C(C(=O)NC(C)C)c1ccc(F)cc1 (centres undefined)	2%	-0.8%	10%	3.8%	.	2%	2%	6%	-8%
Cc1cc(C(=O)NNC(=O)/C=C/c2ccc(F)cc2)c(C)o1	0%	-0.1%	6%	6.3%	.	1%	4%	8%	-6%
Cc1cc2cc(C(c3nnnn3C3CCCC3)N(Cc3cccnc3)Cc3ccco3)c(=O)[nH]c2cc1C (centres undefined)	4%	.	21%	4.4%	1.0%	-5%	-4%	8%	3%
COc1ccccc1CNC(=O)c1ccc(OC(C)C)cc1	-2%	-0.9%	5%	2.4%	0.2%	-2%	.	-5%	3%
The results go on.
SMILES	Rac1 GTP hydrolysis	West Nile virus CPE	SV40 large T antigen	RSV antiviral HEp-2	ER stress rescue	GPR35 arrestin U2OS	Dengue-2 NS5 capping	Salmonella PhoP GFP	LYP phosphatase	others
C=CCn1cc(C(=O)NCC2CCCO2)c(=O)c2cc(S(=O)(=O)N3CCCCCC3)ccc21 (centres undefined)	3%	1.3%	24%	1.5%	-0.3%	-3%	-4%	0%	-3%
CCCCCC(=O)Nc1nnc(CCc2ccccc2)s1	6%	0.1%	11%	-0.2%	.	-19%	-4%	-9%	-11%	Dengue-2 NS5 capping pilot replicate=-7.3
COc1ccc(S(=O)(=O)N2CC(C)N(C(=O)N3CCOCC3)C2)cc1 (centres undefined)	4%	0.1%	8%	-0.2%	.	16%	1%	-5%	3%
CCOC(=O)C1CCN(S(=O)(=O)c2ccc3c(c2)NC(=O)C(C)C(=O)N3)CC1 (centres undefined)	11%	-0.5%	-18%	-0.2%	.	3%	-6%	.	-11%
O=C(O)Cc1c(C(=O)O)nnn1-c1ccc(Cl)cc1Cl	13%	0.2%	3%	-0.5%	.	1%	-2%	5%	-1%
Cc1ccc(S(=O)(=O)N2N=C3CCCCC3C2(O)C(F)(F)F)cc1 (centres undefined)	-8%	0.4%	-6%	-0.6%	.	-2%	-7%	-1%	-9%
O=C1CCC([N+](=O)[O-])C(c2cc3c(cc2Br)OCO3)N1 (centres undefined)	-1%	-0.3%	15%	1.8%	-4.2%	-5%	-1%	-2%	-1%
CC(=O)Nc1ccc(N/C=C/C(=O)c2ccc(C)cc2)cc1	1%	-0.3%	-3%	-0.7%	.	10%	1%	4%	-5%
O=C(N/N=C/c1cccs1)/C(=C/c1ccccc1)NC(=O)c1ccccc1	11%	-0.1%	-3%	4.0%	2.6%	-3%	-3%	10%	4%
CC(C)(C)OC(=O)C1C(=O)CC(C)(O)C(C(=O)OC(C)(C)C)C1c1ccco1 (centres undefined)	2%	0.2%	12%	1.4%	-1.6%	10%	-1%	-8%	0%
C(=C\c1ccccc1)/CSc1ccccn1	13%	1.0%	5%	2.7%	0.0%	-10%	-2%	6%	-2%
CCCn1c(SCCC(=O)O)nc2ccccc21	8%	0.5%	10%	1.1%	-0.2%	8%	-1%	-10%	-15%
O=C(CN1N=C(c2ccccc2)CCC1=O)NCc1cccs1	-3%	-0.2%	-10%	0.4%	-1.2%	2%	3%	10%	-6%
COc1ccc(S(=O)(=O)N2CCCC(C(=O)N3CCCC3)C2)cc1OC (centres undefined)	3%	.	13%	1.1%	.	.	-8%	-2%	.
CCOc1ccc(-n2c(C)c(C(C)=O)c3cc(O)ccc32)cc1	12%	0.5%	-10%	0.3%	.	20%	-4%	4%	-3%
COc1ccc(-n2c(-c3ccc(Br)cc3)c[n+]3c2SC(C)C3)cc1 (centres undefined)	2%	-0.6%	9%	-1.9%	-0.3%	3%	-4%	2%	-2%
CCN(CC)c1ccc(/C=N\N2CCN(Cc3ccc(C)cc3)CC2)cc1	21%	-1.4%	17%	0.5%	-0.6%	-2%	-5%	-12%	-1%
Cc1cccc(C)c1OCC1CNC(=O)O1 (centres undefined)	6%	-1.6%	3%	-1.0%	.	10%	9%	-4%	-10%
Cn1c(SCc2nc(-c3ccccc3)no2)nnc1-c1cccs1	0%	-1.0%	8%	3.7%	-2.0%	-8%	-11%	-3%	-6%	Dengue-2 NS5 capping pilot replicate=-2.9
O=C(Nc1ccccc1Oc1ccccc1)c1cnccn1	8%	0.0%	9%	4.3%	-1.9%	2%	-2%	-2%	0%
N#Cc1ccc(OS(=O)(=O)c2ccc(-c3ccon3)s2)cc1	6%	-1.5%	0%	7.2%	.	-2%	4%	4%	-10%
COc1ccc(OC)c(NC(=O)N[C@@H](Cc2ccccc2)C(=O)O)c1	4%	0.3%	5%	0.3%	3.3%	0%	-5%	1%	-6%
O=[N+]([O-])c1ccc(N2CCN(S(=O)(=O)c3ccccc3)CC2)c2cccnc12	6%	-0.6%	13%	10%	1.7%	11%	0%	-6%	0%
COC(=O)c1ccc(C2=NOC(C)(c3nnc(-c4cccc(Cl)c4)o3)C2)cc1 (centres undefined)	2%	-0.3%	4%	2.3%	.	.	-7%	-5%	.
C/C(=N\NC(=O)c1ccccc1O)C1C(=O)c2ccccc2C1=O	11%	1.9%	2%	1.9%	-0.7%	-6%	28%	-2%	4%
Remaining list, next part.
SMILES	Rac1 GTP hydrolysis	West Nile virus CPE	SV40 large T antigen	RSV antiviral HEp-2	ER stress rescue	GPR35 arrestin U2OS	Dengue-2 NS5 capping	Salmonella PhoP GFP	LYP phosphatase	others
CCOC(=O)c1c(S(=O)(=O)Nc2ccc(C)c(F)c2)c(C)n(C)c1C	4%	-0.2%	3%	2.2%	.	12%	-5%	5%	-10%
Cc1ccc2[nH]c(C)c(/C=N/Nc3nc4ccccc4s3)c2c1	8%	?	4%	77%	-0.2%	28%	-5%	5%	3%	Dengue-2 NS5 capping pilot replicate=-3.9
Cc1cc(C)cc(C(=O)NCC(=O)OCC(=O)N2CCN(S(=O)(=O)c3ccc4ccccc4c3)CC2)c1	0%	-0.1%	5%	3.4%	-2.9%	-6%	-3%	-4%	-9%
COc1cccc(C(=S)N2CCOCC2)c1OS(=O)(=O)c1ccc(Cl)cc1	0%	-0.4%	3%	3.2%	.	0%	2%	2%	-8%
COCCNC(=O)c1onc(CSc2cc(C)cc(C)c2)c1C(=O)O	5%	-0.3%	6%	0.0%	4.0%	13%	0%	-4%	-7%
COCCNC(=O)CN1CCN(Cc2cccc(Cl)c2)C1=O	5%	-0.3%	-3%	0.2%	-1.0%	3%	1%	6%	-7%
CCOC(=O)c1c(C)c(C(=O)NCc2ccc3c(c2)OCO3)c(C)n1C	0%	0.2%	19%	-1.1%	7.3%	-19%	-1%	3%	-3%
COc1ccc(-c2oc3ncnc(NCCCO)c3c2-c2ccc(OC)cc2)cc1	12%	-0.7%	0%	-0.9%	.	-1%	4%	2%	-11%
